ELG1 DNA repair = blocks ELG1-dependent DNA repair in HEK293T cells | HEK293T ELG1-luciferase reporter, luminescence, 16 h; DNA damage induced by 5-fluorouridine | Potency, µM (highest dose often 46.1 µM), without a hit: at the top dose activity change, negative = inhibition, hits mostly inhibitors | 330,000 tested, 2.3% active | AID 504467; note: potency is the fitted concentration of half-maximal effect; % is set by controls: 0 for no effect and ±100 for the full control effect; nearly all actives have a fitted effect of over 55% in size
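5-Fluorouridine DNA damage + compound/DMSO, 2,000 cells/well, 16 h, 37 °C/5% CO2. ONE-Glo, 30 min RT, luminescence. Readout = decrease in reporter signal.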
uPA generation = cell surface uPA generation inhibition; cell surface uPA generation assay, qHTS; Potency, µM (titrated, usually from 38.3 µM), without a hit: at the highest dose activity change, negative = inhibition, most hits filed as inhibitors; 330,000 tested, 0.31% active; active = well fitted inhibition curve with a large enough effect; inconclusive = small, poorly fitted or top-dose-only effect; inactive = no such curve, though single readings can be large or run the other way; tested in mouse RAW 264.7 cells; note: potency is the fitted concentration of half-maximal effect; % is set by controls: 0 for no effect and ±100 for the full control effect; nearly all actives have a fitted effect of over 55% in size
B2AR arrestin = agonists driving beta-arrestin recruitment to human beta2-adrenergic receptor; Potency, µM (titrated, usually from 46.1 µM), without a hit: top-dose activation, most hits filed as activators; AID 492947; 330,000 tested, 0.02% active; beta-arrestin recruitment to beta2AR, cell-based reporter; P07550;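 note: potency is the fitted concentration of half-maximal effect; 0% = DMSO controls and full agonism = EC100 isoproterenol or metaproterenol; nearly all actives have a fitted effect of over 65% in size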
Target sequence (P07550 whole entry, looked up): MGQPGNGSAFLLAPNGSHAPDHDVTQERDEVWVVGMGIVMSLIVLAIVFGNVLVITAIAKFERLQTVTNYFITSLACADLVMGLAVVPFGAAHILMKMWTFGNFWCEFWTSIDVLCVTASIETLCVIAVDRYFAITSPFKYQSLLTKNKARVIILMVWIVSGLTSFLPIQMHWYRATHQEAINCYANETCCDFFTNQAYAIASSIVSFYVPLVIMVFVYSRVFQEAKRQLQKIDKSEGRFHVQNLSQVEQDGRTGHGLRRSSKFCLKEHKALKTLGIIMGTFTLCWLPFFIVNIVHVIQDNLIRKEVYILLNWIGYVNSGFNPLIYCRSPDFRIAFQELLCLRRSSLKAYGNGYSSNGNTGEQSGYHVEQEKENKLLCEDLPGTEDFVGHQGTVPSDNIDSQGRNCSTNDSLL
TCR act = activators of T cell receptors. 330,000 tested, under 10 active. Potency, µM (highest dose often 9.22 µM), for the others: top-dose activation of IL-2 secretion, usual class: activators. AID 504894. primary human leukocytes, anti-CD3, IL-2 HTRF, 48 h; note: % of control where 0% means no effect
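Primary human leukocytes incubated 48 hr with anti-CD3 beads plus compound, without co-stimulation. Secreted IL-2 measured by HTRF (europium cryptate/d2 anti-IL-2 pair, 320 nm excitation, 665 nm emission).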
Tb PFK block = blocks T. brucei phosphofructokinase; Potency, µM (titrated, usually from 57.5 µM), for the others: at the top dose activity, negative = inhibition, hits mostly inhibitors; O15648; T. brucei PFK, ADP-Glo luminescence; AID 485367; 330,000 tested, 0.17% active;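 note: potency is the fitted concentration of half-maximal effect; 0% = uninhibited 1x PFK enzyme wells and -100% = no-enzyme wells; nearly all actives have a fitted effect of over 60% in size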
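1.25 nM PFK with 0.5 mM F6P and 0.1 mM ATP in 0.1 M TEA pH 8.0, 5 mM MgCl2, incubated 45 min at room temperature; ADP measured by ADP-Glo luminescence; compounds titrated up to 57 uM.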
Eya2 phos inh = Eya2 (human) phosphatase inhibition | recombinant Eya2, OMFP fluorescence dephosphorylation (OMFP is methylfluorescein phosphate) | Potency, µM (top dose mostly 76.9 µM), for inactives: at the highest dose activity, negative = inhibition, actives largely listed as inhibitors | 330,000 tested, 0.006% active | AID 488837; note: potency is the fitted concentration of half-maximal effect; % is set by controls: 0 for no effect and ±100 for the full control effect
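Eya2 protein (added as 0.2 uM solution) was preincubated with compound for 10 min at ambient temperature in 50 mM HEPES pH 7.5, 50 mM NaCl, 5 uM MgCl2, 0.05% BSA, 1 mM DTT. OMFP (added at 50 uM) then reacted 10 min; fluorescence read at 485/525 nm.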
TSHR antagonist = antagonists of human thyroid stimulating hormone receptor; P16473; TSHR-expressing cells, TSH-stimulated cAMP HTRF, 2 h; hits give low values; activity change, negative = inhibition, % at 11.5 µM; 330,000 tested, 0.2% active; AID 504810;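 active = activity change below a set negative limit, meaning inhibition stronger than a set level, cut at about -70% in these data; inconclusive = activity change between two set negative limits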; note: % is set by controls: 0 for no effect and ±100 for the full control effect
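Antagonism was scored as loss of TSH-driven cAMP in TSHR cells, stimulated with 4nM TSH (EC80) for 2 hours at 37 deg C and detected by homogeneous HTRF competition immunoassay.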
PTAP TSG101 blk = blocks PTAP/TSG101 interaction to inhibit HIV-1 budding. Potency, µM (top dose mostly 115 µM), for inactives: top-dose activity change, negative = inhibition, hits mostly inhibitors. Q99816. AID 493005. Fluorescence polarization, FITC-PTAP peptide / Tsg101 binding. 340,000 tested, under 10 active; active = well fitted inhibition curve with a large enough effect in the main read-out, with a control signal flat, not every such curve was filed as active; inconclusive = small, poorly fitted or top-dose-only effect, or effect the other way, or a change in a side signal; inactive = no such curve, though single readings can be large or run the other way; note: potency is the fitted concentration of half-maximal effect; % of control where 0% means no effect
Target sequence (Q99816 whole entry, looked up): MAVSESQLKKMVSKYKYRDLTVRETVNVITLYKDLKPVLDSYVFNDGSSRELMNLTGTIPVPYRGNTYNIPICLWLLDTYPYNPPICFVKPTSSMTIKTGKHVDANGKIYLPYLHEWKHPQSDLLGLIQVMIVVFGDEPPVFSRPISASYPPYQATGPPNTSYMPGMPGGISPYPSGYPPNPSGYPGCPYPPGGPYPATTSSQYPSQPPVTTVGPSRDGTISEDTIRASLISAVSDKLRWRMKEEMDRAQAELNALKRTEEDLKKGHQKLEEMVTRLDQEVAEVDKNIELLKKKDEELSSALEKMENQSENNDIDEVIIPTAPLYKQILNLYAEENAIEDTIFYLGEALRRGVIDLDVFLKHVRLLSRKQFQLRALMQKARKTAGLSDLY
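Compounds were pin-transferred onto Tsg101 binding domain (10 uM final) in HEPES pH 7.5 buffer, then FITC-PTAP peptide was added at 50 nM final. After 20 min at RT, polarization reported peptide displacement across a qHTS concentration series.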
Mito fusion yeast = inhibitors of mitochondrial division or activators of mitochondrial fusion | S. cerevisiae fusion-defective mutant growth rescue, CellTiterGlo 48 h | Potency, µM (series often up to 46.1 µM), for inactives: at the top dose growth rescue (activation), hits mostly activators | 320,000 tested, 0.23% active;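 note: potency is the fitted concentration of half-maximal effect; % of control where 0% means no effect; nearly all actives have a fitted effect of over 45% in size; temperature-sensitive fusion mutants such as fzo1-1 at 37 °C on non-fermentable ethanol glycerol medium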
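Temperature-sensitive fusion-defective S. cerevisiae (e.g. fzo1-1, mgm1-5) were grown with compound in YPEG medium (3% ethanol, 3% glycerol) for 48 hours at 37C. Growth rescue was measured as viability by CellTiterGlo luminescence after 10 minutes at ambient.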
Chronic BCR inh = inhibitors of chronic active B-cell receptor signaling; 340,000 tested, 0.05% active; AID 493014; Potency, µM (series often up to 46.1 µM), without a hit: top-dose ratio change, negative = lower green/red ratio, usual class: inhibitors; ABC-DLBCL IkBa-CBG/CBR reporter, luminescence ratio, 4 h; active = well fitted inhibition curve with a large enough effect in the signal ratio, with a control signal flat, not every such curve was filed as active; inconclusive = small, poorly fitted or top-dose-only effect, or effect the other way, or a change in a side signal; the % refers to the signal ratio;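 note: potency is the fitted concentration of half-maximal effect; plate controls were basal doxycycline-induced cells for no effect and cells given 10 µM MG132 for full effect; MG132 reads +100%, hits lower the ratio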
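Concentration-response series (up to 46 uM) were applied to TMD8 dual-reporter cells for 4 h at 37C with doxycycline. Green/red ratio, after filter-overlap correction, defined %Activity; red signal alone was normalised to basal cells and zero luminescence.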
USP2a inh = inhibitors of human ubiquitin-specific protease USP2a. O75604. USP2 core, Ub-CHOP2 coupled fluorogenic reporter, 485/531. 330,000 tested, 0.01% active. Potency, µM (highest dose often 38.3 µM), for the others: at the highest dose activity change, negative = inhibition, hits mostly inhibitors;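 note: potency is the fitted concentration of half-maximal effect; plate controls were DMSO wells for no effect and full inhibition by NEM control for full effect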
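Deubiquitinase activity read as fluorescence (485/531 nm) after Ub-CHOP2 cleavage activates the enterokinase reporter on its substrate; USP2 core 10nM, Ub-CHOP2 and substrate 25nM each, 30min compound preincubation then 60min RT; data normalized to NEM, curves fitted.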
Active calls of the source: *; ? = inconclusive; . = no result given; [ ] = another dose, or the depositor's remark. Unless noted, calls come from the whole dose curve; as a rule, active = well fitted curve in the direction sought with a large enough effect; inconclusive = small, poorly fitted or top-dose-only effect, or another doubt; inactive = no such curve, though single readings can be large; an effect the other way counts as inactive or inconclusive.

Results follow in this order: ELG1 DNA repair	uPA generation	B2AR arrestin	TCR act	Tb PFK block	Eya2 phos inh	TSHR antagonist	PTAP TSG101 blk	Mito fusion yeast	Chronic BCR inh	USP2a inh
> O=C(Nc1ccccc1Cl)OC1CCCCC1
→ ?	1.4%	-1.0%	1.0%	0.4%	1.8%	14.2	-4.0%	-4.7%	?	-6.2%
> COC(=O)C1CCN(C(=O)COC(=O)C2CCN(S(=O)(=O)c3ccc4c(c3)OCCO4)CC2)CC1
→ 7.9%	3.1%	0.1%	11.6%	5.5%	-2.5%	-10.1	-0.3%	0.4%	-1.7%	3.4%
> CC(=O)N1CCN(C(=O)COc2ccc3oc4c(c3c2)CCCC4)CC1
→ 7.3%	0.1%	4.5%	1.4%	0.6%	9.5%	-9.5	-0.4%	-5.0%	-8.7%	-1.1%
> O=C(COc1ccccc1)N1CCN(c2ccc([N+](=O)[O-])c(N3CCCCC3)c2)CC1
→ ?	-0.4%	0.6%	1.2%	-2.3%	6.2%	-9.5	-1.9%	6.4%	?	-1.6%
> CC(C)c1nnc(NC(=O)C2CCCO2)s1 (configuration not stated)
→ ?	22.7%	-0.3%	-4.9%	-5.5%	0.0%	-2.3	-2.2%	0.7%	?	-1.5%
> CN1CCN(C(=O)/C(C#N)=C/c2ccc(OC(F)F)cc2)CC1
→ 13.7%	-1.1%	0.1%	7.0%	-12.9%	-1.5%	0.3	-0.7%	-2.3%	-1.1%	-8.1%
> COC(=O)c1ccc(Nc2cc(C)nc3ccc(C)cc23)cc1
→ ?	-7.6%	-1.2%	-5.8%	-2.0%	6.0%	-4.2	-0.2%	5.8%	?	-0.8%
> CCN(CC)CCCNC(=O)c1sc2ncn(CC(=O)Nc3ccc(C)c(Cl)c3)c(=O)c2c1C
→ ?	?	-0.1%	3.1%	-2.9%	-6.0%	22.4	-8.2%	-3.6%	?	-0.4%
> CC(=O)N1c2ccc(S(=O)(=O)NCC3CCC(C(=O)NCc4ccc(C)o4)CC3)cc2CC1C (configuration not stated)
→ 2.9%	-7.1%	-0.1%	14.2%	1.5%	-4.3%	2.0	-2.6%	0.6%	-2.8%	3.5%
> COc1ccc(NC(=O)Cn2c(-c3ccc(OC)cc3)cn(-c3ccc(C)cc3)c2=O)cc1
→ ?	2.4%	3.0%	-31.9%	-3.1%	-23.2%	-0.9	4.8%	-4.4%	?	-3.1%
> Cc1ccc(NC(=O)CNc2cc(S(=O)(=O)N3CCOCC3)ccc2N2CCOCC2)cc1S(=O)(=O)N(C)C
→ ?	2.7%	-1.0%	-2.3%	3.1%	-7.6%	-6.3	-2.3%	.	-4.4%	1.9%
> Cc1ccc(NC(=O)c2ccc3c(c2)C(=O)N(Cc2cccnc2)C3=O)c(C)c1
→ 8.9%	3.0%	-0.2%	3.4%	-1.0%	-0.6%	-10.0	0.1%	-0.2%	?	3.5%
> COc1cc(OC)cc(C(=O)NNC(=S)NC(=O)c2cccnc2)c1
→ -20.4%	7.6%	-0.1%	2.7%	0.8%	-1.1%	-3.4	-1.9%	1.4%	-21.8%	-2.9%
> COc1ccccc1N1CCN(S(=O)(=O)c2c(C)[nH]c(C)c2C(=O)N2CCCC2)CC1
→ -2.1%	3.6%	0.1%	4.3%	-4.6%	-2.0%	0.2	0.6%	-5.9%	1.0%	3.9%
> Cc1ccc(NC(=S)c2ccc3ccccc3n2)c(C)c1
→ ?	-0.3%	-0.4%	0.9%	-28.0%	10.0%	-18.0	-5.8%	-17.7%	11.4%	2.0%
> CCC(Sc1nc2cc(OC)c(OC)cc2c(=O)n1Cc1ccco1)C(=O)NCCOC (configuration not stated)
→ ?	6.1%	-1.2%	1.0%	5.3%	2.3%	-8.2	2.4%	-1.0%	?	-4.3%
> C=CCNC(=S)NNC(=O)c1ccc(=O)n(Cc2ccccc2)c1
→ 0.7%	-0.6%	0.2%	10.4%	1.4%	-1.4%	-1.6	-7.0%	-4.5%	4.4%	-5.0%
> Cc1ccc2nc(Cl)c(/C=N/Nc3nc(C)cc(C)n3)c(=O)n2c1
→ ?	?	4.9%	-1.1%[46.1 µM]	-5.9%	0.3%	-14.6	-0.6%	-7.2%	?	4.9%
> COc1ccc(S(=O)(=O)NCC2CCCN(CC(C)(C)C)C2)cc1 (configuration not stated)
→ 4.0%	4.8%	-0.6%	0.6%	-0.7%	-1.9%	20.3	-0.6%	-3.7%	?	0.7%
> COc1ccc(CNC(=O)c2cccnc2SC)cc1OC
→ 20.8%	.	-0.7%	5.8%	-1.7%	-3.1%	0.7	1.6%	15.2%	?	1.3%
> Cc1ccc(-c2cc(C(=O)NC3CCCC3)no2)cc1
→ ?	-4.0%	0.1%	1.6%	0.3%	-0.1%	-11.1	-1.1%	10.8%	?	1.4%
> CNC(=O)COC(=O)c1cc(F)c(F)cc1Cl
→ -3.4%	-2.4%	-0.7%	-3.0%	-1.3%	9.8%	2.9	-3.9%	-4.0%	3.0%	-0.5%
> CCOC(=O)N1CCN(CC(=O)c2ccc3c(c2)CCN3C(C)=O)CC1
→ 10.5%	-9.3%	-0.4%	-1.8%	1.3%	9.7%	-1.6	-4.4%	1.6%	-3.8%	2.8%
> O=C1CCN(Cc2ccccc2)S(=O)(=O)c2ccc(F)cc21
→ 4.5%	-18.0%	-0.3%	1.4%	3.6%	12.1%	-10.1	-4.1%	-2.0%	-0.3%	1.5%
> CS(=O)(=O)Nc1ccc(Oc2ncccn2)cc1
→ -1.4%	0.3%	0.3%	-11.4%	8.1%	-5.9%	2.0	-6.9%	-11.7%	-4.0%	4.8%
> CCSc1ccc2nnc(-c3ccc(F)cc3)n2n1
→ -16.5%	.	-0.1%	-1.6%	-4.4%	-0.6%	7.0	-4.9%	4.4%	?	0.6%
> C/C(CC(=O)Nc1ccc(N(C)C)cc1)=N\NC(=O)c1ccccc1O
→ ?	-6.7%	-0.2%	-2.4%	6.1%	-2.5%	0.3	-3.3%	-5.5%	?	-1.5%
> COc1ccc2c(-c3ccccc3)cc(SCC(=O)NC3CCS(=O)(=O)C3)nc2c1 (configuration not stated)
→ -12.8%	-1.6%	-0.2%	-17.1%[46.1 µM]	4.3%	6.5%	-3.2	-1.9%	6.5%	2.3%	-2.2%
> O=C(O)C(Cc1ccccc1)Nc1ccc([N+](=O)[O-])cc1[N+](=O)[O-] (configuration not stated)
→ ?	2.1%	0.8%	-34.5%	0.4%	-9.8%	12.6	-4.8%	0.4%	-15.8%	1.0%
> O=C(NNc1nc2c(F)cccc2s1)c1ccccc1
→ 4.8%	-11.6%	-0.1%	4.1%	-3.6%	-0.9%	5.3	-4.8%	-6.1%	?	0.7%
> Cc1ccc(NC(=O)CSc2nccn2Cc2ccccc2)cc1C
→ ?	13.9%	0.2%	3.8%	7.0%	-9.7%	-36.0	-10.2%	-3.7%	-15.8%	-8.0%
> COc1cc(-c2cc(C(=O)N3CCN(c4ccccn4)CC3)c3ccccc3n2)cc(OC)c1OC
→ 8.2µM*	-7.3%	-0.9%	-0.8%	-0.2%	-14.3%	-1.0	-1.9%	6.2%	-4.9%	-1.7%
> Cc1cc(NC(=O)COC(=O)C2CC(=O)N(c3ccc(C)c(Cl)c3)C2)no1 (configuration not stated)
→ 14.1%	7.8%	-0.1%	1.3%	-6.4%	6.2%	-4.6	-2.5%	0.6%	-0.1%	0.6%
> CCC(=O)Nc1sc(C(=O)Nc2ccccc2OC)c(C)c1C(=O)OC
→ 6.6%	1.4%	-0.3%	-0.1%	-6.7%	-0.6%	-3.3	-2.9%	1.4%	12.5%	0.2%
> COc1ccc(/C=c2\sc3nc(-c4ccccc4)c(-c4ccccc4)n3c2=O)cc1OC
→ 10.7%	3.6%	-0.3%	0.3%	1.7%	3.8%	-2.3	-5.7%	1.8%	2.5%	-3.6%
> N#CCC(=O)Nc1ccc(C(=O)OCC(=O)NNC(=O)c2ccc(Cl)cc2)cc1
→ -0.9%	0.4%	0.0%	0.6%	13.6%	-17.9%	5.6	-1.0%	-9.9%	-16.0%	2.7%

Screening data (PubChem)
